High-throughput results from PubChem.
AID2073 – inhibitors of Mint1-CaV2.2 protein interaction, biochemical, HTRF (AID 2073) | one-dose inhibition, % at 20 µM; IC50 in µM for titrated hits | HTRF protein-protein interaction, Mint1-CaV2.2; higher % means a stronger effect | actives 0.19% (n = 290,000); in the data active = inhibition mostly above about 51%, no sharp cut-off; inconclusive = no clear call, values can overlap the other calls; inactive = mostly below about 53%; note: some results filed as inactive read as strong as hits
Dengue-2 NS5 capping – Dengue-2 NS5 methyltransferase inhibitors, primary screen, biochemical, confirmation dose response (AID 588689); Genome polyprotein (Dengue virus type 2 (strain 16681-PDK53)); Dengue-2 NS5 methyltransferase capping enzyme assay, biochemical; higher % means a stronger effect; inhibition, % at 25 µM, or IC50 in µM where a hit was titrated; actives 0.3% (n = 340,000); in the data active = a potency from the dose series; inconclusive = inhibition above about 29% without an active follow-up result
GPR35 arrestin U2OS – GPR35 antagonists blocking zaprinast-driven arrestin recruitment, primary screen, imaging, U2OS, beta-arrestin-GFP, zaprinast agonist (AID 2058); actives 0.052% (n = 290,000); G-protein coupled receptor 35 (Homo sapiens); inhibition, % at 10 µM; hits with a dose series show IC50 in µM; U2OS GPR35 beta-arrestin-GFP translocation imaging, zaprinast antagonism; higher % means a stronger effect;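 active = inhibition of at least 50% with at least 30 cells and total cytoplasm GFP at most 10,000,000; inconclusive = under 30 cells or total GFP of 10,000,000 plus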
Yfh1-depleted yeast – enhancers of respiration in Yfh1-depleted yeast, dose response, Friedreich's ataxia, plus single-dose screen (AID 1465). S. cerevisiae Yfh1-off respiration, WST-1 reduction, 72 h; higher fold induction means a stronger effect. fold induction at 50 µM; hits with a dose series show EC50 in µM. actives 0.074% (n = 220,000);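 active = fold induction of absorbance versus untreated yeast above a set limit, then at least 30% activation at any dose in follow-up; inconclusive = repeats straddling the limit, or above it without dose testing; inactive = fold induction below the set limit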;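 note: activators that raise dye reduction in frataxin-depleted yeast; strong numbers were not always called active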
GPR55 antagonists – GPR55 antagonists blocking LPI-driven arrestin recruitment, primary screen, imaging, U2OS, beta-arrestin-GFP, LPI agonist (AID 2013); G-protein coupled receptor 55 (Homo sapiens); U2OS GPR55 beta-arrestin-GFP translocation imaging, LPI antagonism; higher % means a stronger effect; inhibition, % at 10 µM; hits with a dose series show IC50 in µM; actives 0.13% (n = 290,000);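 active = spots per cell inhibited over 60%, with over 100 cells counted and total cytoplasm intensity under 500,000; inconclusive = wells with under 100 cells, flagged as likely toxic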;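 note: U2OS cells stably carrying GPR55 and arrestin-GFP stimulated by 5 µM LPI near EC80; imaged beta-arrestin-GFP aggregate spots per cell after agonist stimulation; plate controls were LPI-stimulated DMSO wells for no effect and DMSO wells without LPI for full effect; some results filed as inactive read as strong as hits; confirmed hits need IC50 under 10 µM and bright autofluorescent wells are also inconclusive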
GPR55 activation – GPR55 agonists via beta-arrestin recruitment, primary screen, imaging, U2OS cells, beta-arrestin-GFP redistribution (AID 1961); actives 0.048% (n = 290,000); one-dose activation, % at 10 µM; EC50 in µM for titrated hits; U2OS GPR55 beta-arrestin-GFP redistribution imaging; higher % means a stronger effect; G-protein coupled receptor 55 (Homo sapiens);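 active = activation above 40% with more than 50 cells counted in the well; inconclusive = wells holding fewer than 50 cells, flagged as toxic or sparse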;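 note: U2OS osteosarcoma cells stably expressing GPR55 and beta-arrestin-GFP; plate controls were DMSO negative control for no effect and LPI positive control for full effect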
SV40 large T antigen – SV40 large T antigen inhibitors, biochemical (AID 1903); SV40 large T antigen ATPase/helicase inhibition assay; higher % means a stronger effect; inhibition, % at 20 µM, or IC50 in µM where a hit was titrated; actives 0.39% (n = 310,000); in the data active = a potency from the dose series; inconclusive = inhibition mostly from about 32% at the one dose, without a potency; inactive = the rest, 99 in 100 with inhibition below about 32%; note: strong numbers were not always called active
NTR1 ag – agonists of NTR1, primary screen, imaging, U2OS cells, beta-arrestin-GFP, high content (AID 493036) | Neurotensin receptor type 1 (Homo sapiens), P30989 | NTR1-U2OS beta-arrestin-GFP spot imaging, agonist mode | activation, % at 20 µM | actives 0.17% (n = 330,000);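 active = activation at or above 40% of the spot to cytoplasm intensity ratio, with at least 20 cells analyzed; inconclusive = wells under 20 cells, flagged as cytotoxic or low count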;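 note: 0% = DMSO without peptide and 100% = 100 nM NTR1 peptide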
Target sequence (P30989 whole entry, looked up): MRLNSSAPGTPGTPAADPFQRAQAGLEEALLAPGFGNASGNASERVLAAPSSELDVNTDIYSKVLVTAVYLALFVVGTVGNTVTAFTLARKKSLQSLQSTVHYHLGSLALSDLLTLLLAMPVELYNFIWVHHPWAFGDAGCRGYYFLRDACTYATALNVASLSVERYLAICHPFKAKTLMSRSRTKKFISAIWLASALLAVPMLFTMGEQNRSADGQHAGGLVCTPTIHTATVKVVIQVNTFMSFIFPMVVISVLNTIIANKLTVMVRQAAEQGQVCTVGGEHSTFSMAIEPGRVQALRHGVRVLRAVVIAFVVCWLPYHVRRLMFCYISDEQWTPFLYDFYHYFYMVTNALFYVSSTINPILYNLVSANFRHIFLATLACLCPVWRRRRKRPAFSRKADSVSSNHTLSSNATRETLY
MgcRacGAP inhibition – MgcRacGAP GTPase-activating activity inhibitors, confirmation, biochemical, ADP Hunter fluorescence; Rac GTPase-activating protein 1 (Homo sapiens); MgcRacGAP-stimulated Rac1 GTP hydrolysis, ADP Hunter fluorescence; higher % means a stronger effect; GST-tagged Rac1 F28L mutant substrate; inhibition, % at 30 µM, or IC50 in µM where a hit was titrated; actives 0.6% (n = 340,000); AID 624330, 2012;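 active = first-screen hits whose inhibition reached a set limit at any dose in the follow-up dose series; inconclusive = inhibition above the set first-screen limit but never retested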;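 note: fluorescence reports GDP produced by GAP-driven GTP hydrolysis; strong numbers were not always called active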
NTR1 ag cell count 20 µM – recorded beside NTR1 ag, whose call it bears; cell count; measured here: cell count, cytotoxicity flag
Dengue-2 NS5 capping pilot replicate – second read-out of Dengue-2 NS5 capping, no call of its own (marks repeat the call); inhibition, %; measured here: pilot screen replicate inhibition
Starred values were filed as active, the others as inactive; i = inactive; ? = inconclusive; . = not tested or not shown.

SMILES	AID2073	Dengue-2 NS5 capping	GPR35 arrestin U2OS	Yfh1-depleted yeast	GPR55 antagonists	GPR55 activation	SV40 large T antigen	NTR1 ag	NTR1 ag cell count 20 µM	MgcRacGAP inhibition	others
COc1cc2c(cc1OC)C(C)N(C(=O)C1COc3ccccc3O1)CC2 (stereo unspecified)	1%	2%	-11%	i	5%	-0.1%	17%	0.1	63	8%
CNC(=S)N/N=C/c1c(C)cccc1Cl	12%	0%	5%	i	-2%	-0.2%	2%	1.6	41	12%
CSc1ccccc1NC(=O)CSCc1ccc(Br)cc1	?	3%	3%	.	31%	-0.1%	10%	5.4	84	7%
CC(C(=O)NCC1(c2ccccc2)CCCC1)N1CCOCC1 (stereo unspecified)	1%	4%	-6%	i	17%	0.3%	9%	0.3	92	5%	Dengue-2 NS5 capping pilot replicate=0.6
Cc1nn(-c2ccccc2)c(C)c1C(=O)OCC(=O)N1CC(=O)Nc2ccccc21	-2%	-3%	-10%	i	1%	0.4%	10%	-0.1	90	14%
C=CCn1cnc2c(nnn2Cc2ccc(F)cc2)c1=O	14%	1%	-3%	i	-3%	-0.2%	18%	-0.3	42	5%
O=C(NCCCNC(=O)c1cnccn1)c1cccc(Cl)c1	11%	0%	-8%	.	-7%	-0.1%	9%	2.4	39	7%
O=C(COc1ccccc1Cl)Nc1ccc(C(=O)O)cc1NC(=O)COc1ccccc1Cl	13%	1%	7%	.	1%	-0.1%	1%	-1.0	82	5%
Cc1cc(NC(=O)c2cncc(Br)c2)no1	6%	1%	-2%	i	-3%	-0.4%	17%	3.5	48	5%	Dengue-2 NS5 capping pilot replicate=3.3
O=C(NC1CCCCC1)C(c1ccncc1)N(C(=O)c1csnn1)c1ccccc1 (stereo unspecified)	-7%	4%	-2%	.	17%	-0.2%	4%	-0.8	37	4%
COc1ccc(OC)c(S(=O)(=O)Nc2ccc3oc(C)c(C(C)=O)c3c2)c1	1%	-1%	-5%	.	0%	0.3%	4%	-0.5	47	6%
Cc1ccc(O)c(-c2cc(-c3ccccc3F)[nH]n2)c1	-3%	5%	0%	i	-4%	-0.1%	-4%	25	48	13%
O=S(=O)(Nc1ccc(Cl)cn1)c1ccc(F)cc1	13%	.	0%	.	6%	0.2%	3%	1.1	56	14%
CCO[C@@H]1OC(C(=O)N2CCCCCCC2)=C[C@H](c2ccc(C(F)(F)F)cc2)[C@H]1CCCO	-9%	-1%	-4%	.	2%	0.2%	7%	1.5	64	2%
O=C(C1=NN(c2ccccc2)C2C(=O)N(c3cccc(Cl)c3)C(=O)C12)c1ccccc1 (stereo unspecified)	41%	25%	2%	i	32%	-0.5%	10%	.	.	2%
O=c1[nH]c2ccccc2c(=O)n1CCCO	-2%	-4%	2%	i	4%	-0.1%	5%	-1.8	54	2%
CC(NC(=O)c1ccc2ccccc2n1)c1ccccc1 (stereo unspecified)	6%	-3%	14%	.	5%	0.3%	10%	-0.7	52	12%
Cc1ccc(CNC(=O)COC(=O)CSc2ccc(Br)cc2C)cc1	2%	-1%	2%	i	-8%	0.2%	26%	-1.1	68	6%
O=c1c(Cl)c(NC2CC2)cnn1-c1ccccc1	-12%	-3%	-4%	i	15%	0.4%	3%	0.4	62	5%
CCCCCSc1nnc(-c2cc(Br)ccc2N)c(=O)[nH]1	-14%	9%	33%	i	13%	-0.3%	24%	0.9	85	3%
O=C(CN1CCc2ccccc2C1)Nc1cccc(S(=O)(=O)N2CCCC2)c1	-11%	-5%	0%	i	-3%	-0.2%	9%	0.2	58	18%
O=C(Nc1ccc(S(=O)(=O)Nc2cnc3ccccc3n2)cc1)c1ccc(Br)o1	-2%	-6%	-6%	i	1%	-0.2%	12%	1.2	76	4%
COc1ccc(-c2nc3ccccc3c(=O)n2CCOc2c(C)cccc2C)cc1	21%	.	8%	i	7%	-0.8%	12%	-1.1	72	8%
c1ccc2nc3c(nc2c1)CCc1nonc1-3	36%	-5%	-6%	i	9%	0.2%	2%	1.4	74	6%
COc1ccc(CNc2ccc([N+](=O)[O-])cc2C)cc1	5%	-4%	0%	i	-1%	-0.1%	7%	5.6	47	3%

By substructure: the compounds so far containing an aryl methoxy group
SMILES	AID2073	Dengue-2 NS5 capping	GPR35 arrestin U2OS	Yfh1-depleted yeast	GPR55 antagonists	GPR55 activation	SV40 large T antigen	NTR1 ag	NTR1 ag cell count 20 µM	MgcRacGAP inhibition	others
COc1cc2c(cc1OC)C(C)N(C(=O)C1COc3ccccc3O1)CC2 (stereo unspecified)	1%	2%	-11%	i	5%	-0.1%	17%	0.1	63	8%
COc1ccc(OC)c(S(=O)(=O)Nc2ccc3oc(C)c(C(C)=O)c3c2)c1	1%	-1%	-5%	.	0%	0.3%	4%	-0.5	47	6%
COc1ccc(-c2nc3ccccc3c(=O)n2CCOc2c(C)cccc2C)cc1	21%	.	8%	i	7%	-0.8%	12%	-1.1	72	8%
COc1ccc(CNc2ccc([N+](=O)[O-])cc2C)cc1	5%	-4%	0%	i	-1%	-0.1%	7%	5.6	47	3%

More structures.
SMILES	AID2073	Dengue-2 NS5 capping	GPR35 arrestin U2OS	Yfh1-depleted yeast	GPR55 antagonists	GPR55 activation	SV40 large T antigen	NTR1 ag	NTR1 ag cell count 20 µM	MgcRacGAP inhibition	others
NS(=O)(=O)c1ccc(NC(=O)C(Sc2ccccc2)c2ccccc2)cc1 (stereo unspecified)	34%	-4%	-2%	i	12%	-0.3%	6%	-0.4	84	2%
Cc1ccc(-n2c(Cc3cccn3C)nnc2SCC(=O)NCc2ccco2)cc1	-12%	1%	-7%	i	-5%	-0.1%	17%	-1.0	82	22%
COc1ccc(NS(=O)(=O)c2ccc(O)c(C(=O)OCC(=O)NC3CCCCC3)c2)cc1	-5%	-4%	-3%	i	12%	-0.7%	15%	0.3	64	7%
COC(=O)c1sccc1NC(=O)CN(C)NS(=O)(=O)c1ccc([N+](=O)[O-])cc1	34%	-8%	-11%	i	-10%	0.5%	-5%	0.6	81	-4%
COc1cc(/C=C2\SC(=S)N(N(C)c3ccccc3)C2=O)ccc1O	20%	0%	-8%	i	10%	-0.1%	18%	0.1	61	11%
CN(C)c1ccc(CN(C(=O)/C=C/c2ccccc2Cl)C2CCS(=O)(=O)C2)cc1 (stereo unspecified)	-12%	.	-11%	i	9%	-0.3%	30%	1.4	41	.
COc1cc(C2N(c3cc(C)on3)C(=O)C3CCCN32)cc(OC)c1OC (stereo unspecified)	10%	6%	0%	i	12%	0.0%	-4%	-0.9	66	4%
COc1ccc(N=NC2=C(O)CC(C)(C)CC2=O)c(OC)c1	3%	-26%	-3%	i	13%	-0.3%	12%	-2.4	89	12%
COc1ccnc(Oc2ccc(C)cc2)c1C#N	1%	3%	-1%	i	17%	-0.2%	9%	1.0	41	3%
O=C(O)CCCCCCCCCC[n+]1ccccc1	8%	-5%	-10%	i	6%	-0.2%	3%	0.4	66	8%
O=C(O)c1nn(CCOc2cccc(Br)c2)c(=O)c2ccccc12	8%	-5%	-9%	.	-8%	0.6%	5%	2.5	48	4%
COc1ccc(-c2[nH]ncc2/C=N\NC(=O)c2ccc(Br)o2)cc1OC	9%	-4%	2%	.	9%	0.0%	-6%	2.8	57	10%
O=C(O)CCCN1C(=O)/C(=C\c2ccccc2OCc2ccccc2)SC1=S	6%	37µM*	11%	.	3%	-0.1%	23%	0.9	47	13%
CC1Sc2ccc(S(=O)(=O)CCC(=O)N3CCCCC3)cc2NC1=O (stereo unspecified)	1%	0%	-10%	.	7%	0.9%	1%	0.1	49	11%
c1ccc(-c2onc(-c3ccco3)c2-c2ccc3c(c2)OCO3)cc1	10%	1%	4%	.	7%	-0.3%	22%	-2.2	96	4%
O=C(NCCC1CCCC1)c1cccs1	-3%	-5%	4%	.	-8%	0.5%	10%	0.2	71	-2%
O=C(O)CC1(CC(=O)Nc2cccc(C(F)(F)F)c2)CCCC1	-1%	-1%	22%	i	0%	-0.1%	22%	2.1	69	13%
C=CCn1c(O)c2ccc(C(=O)N=NC(=O)c3ccc(F)cc3)cc2c1O	.	-1%	.	.	.	.	8%	0.4	58	11%
CCOC(=O)Nc1ccc(S(=O)(=O)Nn2cnnc2)cc1	6%	-7%	22%	i	2%	-0.3%	12%	0.5	39	4%
Oc1c(Cl)cc(CN2CCCCC2)c2cccnc12	1%	10%	6%	.	11%	0.0%	6%	10	83	12%
Cc1ccc(S(=O)(=O)Nc2nc3ccccc3nc2NCC2CCCO2)cc1 (stereo unspecified)	11%	3%	-5%	i	7%	-0.1%	7%	2.0	54	6%
O=C(NCCc1c[nH]c2ccccc12)C1CCN(S(=O)(=O)c2ccccc2)CC1	13%	-6%	-6%	.	-11%	-0.1%	11%	1.3	46	2%
CCCN1CCc2c(sc3nc(SCC)n(-c4ccccc4)c(=O)c23)C1	15%	-4%	-4%	.	10%	-0.1%	.	-0.9	95	7%
CCOc1ccc(NC(=O)c2ccc3c(c2)CCN3S(C)(=O)=O)cc1	14%	8%	-1%	.	1%	0.3%	4%	2.1	54	5%

Entries above that contain a thiophene ring, fused or not, in the order listed:
SMILES	AID2073	Dengue-2 NS5 capping	GPR35 arrestin U2OS	Yfh1-depleted yeast	GPR55 antagonists	GPR55 activation	SV40 large T antigen	NTR1 ag	NTR1 ag cell count 20 µM	MgcRacGAP inhibition	others
COC(=O)c1sccc1NC(=O)CN(C)NS(=O)(=O)c1ccc([N+](=O)[O-])cc1	34%	-8%	-11%	i	-10%	0.5%	-5%	0.6	81	-4%
O=C(NCCC1CCCC1)c1cccs1	-3%	-5%	4%	.	-8%	0.5%	10%	0.2	71	-2%
CCCN1CCc2c(sc3nc(SCC)n(-c4ccccc4)c(=O)c23)C1	15%	-4%	-4%	.	10%	-0.1%	.	-0.9	95	7%

Rows were taken by chance. Share with any hit: about 1.7%.
